SRC1 TRFRET art: flags TR-FRET format artefacts in PPARgamma SRC-1 recruitment agonist screen; 0.34% of 99,000 active; TR-FRET detection artefact counter-screen, emission ratio; hits give high values; TR-FRET ratio at 8 µM; in the data active means TR-FRET ratio above about 2300; further: inactives centre near 1800; reference of the scale not given here
SRC3 TRFRET art: flags TR-FRET format artefacts in PPARgamma SRC-3 recruitment agonist screen; TR-FRET artefact counter-screen, PPARgamma/SRC-3 format; hits give high values; TR-FRET ratio at 8 µM; 0.39% of 99,000 active; AID 1048; in the data active means TR-FRET ratio above about 2000; further: inactives centre near 1600; reference of the scale not given here
Starred values were filed as active, the others as inactive. An excerpt (hit frequency here may not be typical).

SMILES	SRC1 TRFRET art	SRC3 TRFRET art
COc1cc(/C=C/C(=O)Nc2ccc(N3CCCCC3)c(S(=O)(=O)Nc3ccccc3Cl)c2)cc(OC)c1OC	1643	1659
Clc1cccc(Nc2nc(-c3cccnc3)cs2)c1	1732	1788
COC(CNC(=O)CC1C(=O)N(Cc2ccccc2)C(C)c2nc3ccccc3n21)OC (stereo unspecified)	1563	1549
COc1ccc(/C=C/C(=O)OCC(=O)N2CC(=O)Nc3ccccc32)cc1	1751	1783
O=C(OCc1nnc(-c2ccc(Cl)cc2)o1)c1ccc(O)cc1	1872	1473
Cc1ccc(N(C(=O)c2ccn[nH]2)C(C(=O)NC2CCCC2)c2cccs2)cc1 (stereo unspecified)	1837	1687
NC(=O)C1CCN(C(=O)/C=C/c2cc(Br)ccc2F)CC1	1569	1524
COc1ccc2c(C)cc(SCC(=O)Nc3ncc(Cl)cc3Cl)nc2c1	1906	1574
CC(NC(=S)NCCCN1CCOCC1)C12CC3CC(CC(C3)C1)C2 (stereo unspecified)	1909	1623
CCn1ccnc1CN(C)Cc1nc(-c2ccc3c(c2)OCO3)no1	1637	1671
COc1ccc(-n2cc(CNCCc3ncc(C)[nH]3)c(-c3ccccc3Cl)n2)cc1	1772	1284
CCOC(=O)c1c(NC(=O)COC(=O)c2cc(OC)c(OC)cc2[N+](=O)[O-])sc(C)c1CC	1692	1600
CSc1ccccc1NC(=O)Cc1ccccc1[N+](=O)[O-]	1745	1672
Cc1cc(OCC(=O)Nc2cnn(CCCC(=O)O)c2)ccc1[N+](=O)[O-]	1974	1655
C/C(=N\Nc1nc2ccccc2s1)c1ccc2c(c1)OCO2	1673	1581
CN1CCc2c(n(CC(O)CNCc3ccccc3)c3ccccc23)C1=O (stereo unspecified)	1852	1467
O=C1CN(C(=O)Cn2ncc(Cl)c(Cl)c2=O)c2ccccc2N1	1876	1606
Cc1[nH]nc(SCC(=O)NCCc2ccccc2)c1[N+](=O)[O-]	1716	1351
CCC(CC)c1nc(C#N)c(NC(C)c2ccccc2)o1 (stereo unspecified)	1746	1421
COc1ccc2nc(NC(=O)C3CCCO3)sc2c1 (stereo unspecified)	1994	1711

In another format: entries from further up.
Fields – SRC1 TRFRET art	SRC3 TRFRET art
> COc1ccc2c(C)cc(SCC(=O)Nc3ncc(Cl)cc3Cl)nc2c1
  1906	1574
> CCn1ccnc1CN(C)Cc1nc(-c2ccc3c(c2)OCO3)no1
  1637	1671
> O=C(OCc1nnc(-c2ccc(Cl)cc2)o1)c1ccc(O)cc1
  1872	1473

Some of the entries above, reformatted:
COc1ccc2c(C)cc(SCC(=O)Nc3ncc(Cl)cc3Cl)nc2c1
  SRC1 TRFRET art: 1906	SRC3 TRFRET art: 1574

CC(NC(=S)NCCCN1CCOCC1)C12CC3CC(CC(C3)C1)C2 (stereo unspecified)
  SRC1 TRFRET art: 1909	SRC3 TRFRET art: 1623

CCn1ccnc1CN(C)Cc1nc(-c2ccc3c(c2)OCO3)no1
  SRC1 TRFRET art: 1637	SRC3 TRFRET art: 1671

(further entries)
SMILES	SRC1 TRFRET art	SRC3 TRFRET art
Cc1cccc(C)c1-n1c(C)nn(CCOc2ccccc2)c1=O	1550	1354
CCOC(=O)N1CCN(CC(=O)Nc2cc(OCC)ccc2OCC)CC1	1763	1734
Fc1ccc(C2=NNC(=NCc3ccccc3)SC2)cc1F	2043	1681
O=C(COC(=O)c1cncc(Br)c1)Nc1ccc2c(c1)OCO2	1520	1532
Cc1nc(-c2ccccc2)cn(O)c1=O	1669	1515
O=C(NC(NC(=S)N1CCOCC1)C(Cl)(Cl)Cl)c1ccc(Cl)cc1 (stereo unspecified)	2002	1623
O=C(NC1CCCCC1)C(c1ccccn1)N(C(=O)c1csnn1)C1CCCCC1 (stereo unspecified)	1919	1625
CCOC(=O)NC(=O)/C(C=Nc1ccc(Cl)c(Cl)c1Cl)=C(\C)O	1839	1429
CCOc1cc(S(=O)(=O)NCc2cccnc2)c(C)cc1C	1742	1648
O=C(CNC(=O)C(c1ccccc1)c1ccccc1)N/N=C/c1ccc(O)c([N+](=O)[O-])c1	1801	1488
CC1(C)Cc2c(c(=S)nc(-c3ccccc3)n2CCOCCO)CO1	1916	1477
Cc1cccc(N2C(=O)C(Oc3ccc(Cl)cc3Cl)C2C(=O)O)c1C (stereo unspecified)	1755	1634
Cc1ccccc1Cn1cc(NC(=O)c2nn(C)cc2Cl)cn1	1625	1357
Cc1cc(Nc2ccc3c(c2)OCCO3)c2cccc(C)c2n1	1953	1792
Cc1ccc(NC(=O)Cc2noc3ccccc23)nc1	1872	1818
Cc1ccc(-c2c(C#N)c(N)nc3c2CCCCCC3)o1	2093	1691
COc1ccc(OCCn2c(NC(=O)c3ccco3)nc3ccccc32)cc1	1637	1340
O=C(c1noc2c1CCCC2)N1CCN(C(c2ccccc2)c2ccccc2)CC1	2099	1451
CCOc1cc(NC(=S)NCCCN2CCOCC2)c(OCC)cc1NC(=O)c1ccccc1	1828	1831
CCN(Cc1ccccc1)C(=O)c1nn(-c2ccc(OC)cc2)c(=O)c2c1c1ccccc1n2C	2089	1618
Cc1ccccc1C(=O)Nc1nnc(-c2ccc(C(C)(C)C)cc2)s1	1791	1556
Cc1nc2ccccc2n1/N=C/c1ccc([N+](=O)[O-])s1	1697	1598
CC(NC(=O)c1ccccc1N)c1ccccc1 (stereo unspecified)	1880	1572
CC(=O)Oc1ccc(N2C(=O)C3C4C=CC(C5CC45)C3C2=O)cc1[N+](=O)[O-] (stereo unspecified)	1699	1668
O=C(c1ccc(S(=O)(=O)Cc2cc(F)ccc2F)c([N+](=O)[O-])c1)N1CCCCC1	1929	1650
CC(/C=N/NC(=O)c1cc(-c2cccnc2)nc2c1c(C)nn2-c1ccccc1)=C\c1ccccc1	1775	1648
Cc1ccc(CS(=O)(=O)c2ccc(C(=O)N3CCCCC3)cc2[N+](=O)[O-])cc1	1671	1703
Fc1ccccc1NC(=S)N1CCN(Cc2ccccc2)CC1	1808	1642
O=C(CO/N=C/c1ccc(OC(F)F)cc1)NC1CCCCC1	1798	1592
Cc1cc(C)n(/C(=C\N(C)C)C(=O)c2ccc(Cl)cc2)n1	1963	1505
Cc1nn(-c2cc(N(S(C)(=O)=O)S(C)(=O)=O)c(Cl)cc2Cl)c(=O)n1C	1897	1655
Cc1ccccc1NC(=O)c1ccc(COc2ccc3c(C)cc(=O)oc3c2)cc1	1843	1716
Cc1ccc(NS(=O)(=O)c2ccc(Cl)s2)cc1S(=O)(=O)N(C)C	1713	1456
COc1ccc(NC(=S)Nc2cccc3cnccc23)cc1	1755	1553
CC(=O)c1ccc(NC(=S)Nc2cccc(S(=O)(=O)Nc3c(C)n(C)n(-c4ccccc4)c3=O)c2)cc1	1629	1416
O=C(Cc1ccc(F)cc1)NC1CCSC1=O (stereo unspecified)	2023	1597
O=C(NCc1ccccc1F)C1CCN(C(=O)c2sccc2-n2cccc2)CC1	1722	1870
O=C(NC1CCCc2ccccc21)c1cn2ccccc2n1 (stereo unspecified)	1469	1676
CCn1c(COc2ccc(=O)n(-c3ccccc3)n2)n[nH]c1=S	1900	1624
Cc1nn(C)c(=O)n1N(C)c1ncc(C(F)(F)F)cc1Cl	2001	1687
Cc1ccc(NCc2ccc(O)c3ncccc23)cc1C	1778	1373
O=C(CCN1C(=O)/C(=C/c2ccc(F)cc2)SC1=S)NNC(=O)c1cccnc1	1933	1569
C=CCNC(=O)c1cnc2n(c1=O)CCS2	1575	1457
CC1CCC/C(=N\Nc2ccc(Cl)c(C(=O)O)c2)C1 (stereo unspecified)	1529	1312
COc1cc(OC)c(-c2cc(C(=O)O)ccc2OC)c(OC)c1	1609	1480
Cc1ccc(C(=O)NC(NC(=O)c2ccc(C)cc2)c2cccc([N+](=O)[O-])c2)cc1	1910	1840
Cc1cccc(CN2CCN(C(=S)Nc3ccccc3)CC2)c1	1644	1498
Cc1cc(C)nc(/N=C2\NC(=O)CC(C(=O)O)N2c2cccc(Cl)c2)n1 (stereo unspecified)	1815	1664
COC(=O)c1ccc(N=NN2CCOCC2)cc1	1741	1496
CCOC(=O)N1CCN(C(=O)c2c(N)no[n+]2[O-])CC1	1800	1266
CC(Nc1ncnc2nc[nH]c12)c1ccccc1 (stereo unspecified)	1790	1751
O=[N+]([O-])c1ccc(-c2cnc(SC(c3ccccc3)c3ccccc3)[nH]2)cc1	1786	1793
COC(=O)C/C=C/[C@@H](C)[C@@H](/C=N/O[C@@H](C)c1cn([C@H](CO)Cc2ccccc2)nn1)NS(=O)(=O)c1ccc(C)cc1	1709	1656
O=C(NCc1cccc(C(F)(F)F)c1)c1cccc(Cl)c1Cl	1681	1511
O=C(Nc1cc(S(=O)(=O)N2CCOCC2)ccc1N1CCCC1)c1ccc2c(c1)S(=O)(=O)c1ccccc1C2=O	2072	1512
O=[N+]([O-])c1ccccc1/C=C/C=N/Nc1ccc(S(=O)(=O)Nc2ccc(Cl)cc2)cc1[N+](=O)[O-]	1727	1174
Nc1ccccc1C(=O)Nc1nccs1	1807	1302
Cc1nn(C)cc1/C=N/NC(=S)Nc1ccc(Cl)cc1Cl	2099	1771
CCN(CC)c1ccc([N+](=O)[O-])cc1/C=N/NC(=O)CC#N	1490	1350
CC(C)CCNC(=O)CO/N=C/c1ccccc1OC(F)F	1679	1603

Next records.
SMILES	SRC1 TRFRET art	SRC3 TRFRET art
CC1(C)CC(NC(=S)Nc2ccc(S(N)(=O)=O)cc2)CC(C)(C)N1	1732	1635
O=c1c(Cc2ccc(F)cc2)c(O)ccn1CCc1cnc[nH]1	1645	1433
NC(=O)c1cnn(-c2cc(Oc3ccccc3)ncn2)c1N	1981	1513
COc1ccc(C(=O)N=c2sccn2C)cc1	1730	1732
Cc1ccc(CNC(=O)C(=O)NCC2OCCN2C(=O)c2ccc3c(c2)OCO3)cc1 (stereo unspecified)	2084	1438
O=C(Nn1c(SCc2ccc(F)cc2)nc2ccsc2c1=O)c1ccccc1	1528	1327
COCCNC(=O)C(c1ccncc1)N(C(=O)c1sc(C)nc1C)c1cccc(C)c1 (stereo unspecified)	1734	1565
Cc1ccc(C(=O)N/N=C/C=C/c2ccccc2)o1	1909	1630
Cn1c(=O)n(Cc2ccccc2F)c(=O)c2c1nc1n2CCN1Cc1ccco1	1974	1594
CC(=O)Oc1ccccc1N(C(C)=O)S(=O)(=O)c1ccc2ccccc2c1	1559	1180
COCCNC(=O)/C=C/c1c(Cl)cccc1Cl	1611	1564
COc1ccc(CNC(=O)CSc2nnc3nc(C)cc(C)n23)cc1OC	1989	1636
CCOC(=O)c1sc(NC(=O)c2ccc(S(=O)(=O)N3CCOCC3)cc2)nc1-c1ccccc1	1613	1362
Cc1cc(=O)[nH]c(SCC(=O)NCCC2=CCCCC2)n1	1902	1569
CN1CCN(C(=S)c2ccc(Br)cc2)CC1	1953	1680
O=C(CCCN1C(=O)/C(=C\c2cccs2)SC1=S)Nc1ccc(C(=O)O)cc1	1860	1676
O=C(N/N=C\c1ccc([N+](=O)[O-])s1)c1cncc(Br)c1	1989	1832
COc1cccc(/C=N/NC(=S)Nc2cccnc2)c1	1972	1746
COc1ccc(C(=O)Nn2c(SCC(=O)NCc3ccco3)nc3ccccc3c2=O)cc1	1674	1487
COc1ccc(-n2c(O)c(/C=N/NS(=O)(=O)c3ccc(C)cc3)c3ccccc3c2=O)cc1OC	1466	1555
CCC(=O)Nc1cccc(NC(=O)c2ccccc2Br)c1	1773	1644
Cc1ccn2c(C(=O)CSc3ccccc3)c(C)nc2c1	1677	1286
Cc1cc(C)cc(NC(=O)Cn2c(SCc3cc(C)ccc3C)nc3ccncc32)c1	1668	1565
COc1cc(/C=N/n2c(=S)[nH]nc(C)c2=O)cc([N+](=O)[O-])c1O	2196	1730
Cc1cc(NC(=O)CSc2ncn[nH]2)no1	1354	1472
O=C(c1ccccc1F)N1C(=O)c2cccc3cccc1c23	1685	1582
CC(=O)N1CCC(N(CCN2CCOCC2)C(=S)Nc2ccccc2C)CC1	1960	1508
Cc1cccc(C(=O)Nc2scc(CC(C)C)c2C(=O)O)c1	1832	1517
Cc1cc(F)ccc1NCC(=O)Nc1ccc(Br)cc1C	1819	1499
COc1ccccc1N1CCN(C(=O)COc2ccc(S(=O)(=O)NC(C)C)cc2)CC1	1763	1426
Cc1ccc(NC(=S)N2CCN(Cc3ccccc3)CC2)c(C)c1	1784	1808
CC(SCc1ccccc1)C(=O)Nc1ccc(F)cc1 (stereo unspecified)	1570	1440
CCOc1cc(/C=N/NC(=O)NN(C)c2ncc(C(F)(F)F)cc2Cl)ccc1O	1739	1739
NC(=O)NC(=O)CSc1nnc(-c2ccc(Cl)cc2)n1CC1CCCO1 (stereo unspecified)	1883	1606
Cc1ccc2[nH]c(CN3CCC(CO)(CC4CCCCO4)CC3)c(C)c2c1 (stereo unspecified)	1730	1475
O=C(CN1C(=O)NC2(CCCCC2)C1=O)NC1CCCc2ccccc21 (stereo unspecified)	1983	1674
CC(=O)C1C(=O)C=C(c2ccco2)CC1c1ccccc1 (stereo unspecified)	1879	1556
CC[C@H](C)[C@@H](NC(=O)O[C@@H]1C(=O)c2cc(OC)ccc2O[C@H]1c1ccc(OC)c(Br)c1)C(=O)OC	1767	1730
O=C(Nc1ccccc1N1CCOCC1)c1cc(F)cc(F)c1	1912	1482
Cc1ccc(CN2CCN(/N=C/c3ccc(C)s3)CC2)c(C)c1	1609	1623
O=C(Nc1ccccc1Br)c1c(F)cccc1Cl	1740	1669
